From PubChem
M. tuberculosis: growth inhibition of non-replicating M. tuberculosis (AID 488890); Mycobacterium tuberculosis non-replicating, growth inhibition; higher % means a stronger effect; one-dose inhibition, % at 25 µM; IC50 in µM for titrated hits; 320,000 tested, 0.39% active; in the data active means a potency from the dose series; inconclusive means inhibition mostly from about 82% at the one dose, without a potency; inactive means the rest, 99 in 100 with inhibition below about 76%;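 further: plate controls were DMSO cells for no effect and high antibiotic wells for full effect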
VEEV TC-83 Vero: inhibitors of VEEV TC-83 cytopathic effect, confirmation, Vero cells (AID 588727); Vero cells, VEEV TC-83 cytopathic effect inhibition; higher % means a stronger effect; inhibition, % at 20 µM; hits with a dose series show IC50 in µM; 350,000 tested, 0.13% active; in the data active means a potency from the dose series; inconclusive means inhibition mostly from about 14% at the one dose, without a potency; inactive means the rest, 99 in 100 with inhibition below about 12%; further: strong numbers were not always called active
PhoP GFP inhibition: Inhibition of PhoP regulon, Salmonella typhi GFP reporter cells, confirmation, 4 h (AID 1850) | 310,000 tested, 0.33% active | Salmonella Typhi PhoP-promoter GFP reporter, fluorescence, 4 h; higher % means a stronger effect | inhibition, % at 50 µM, or IC50 in µM where a hit was titrated; in the data active means a potency from the dose series; inconclusive means inhibition mostly from about 25% at the one dose, without a potency; inactive means the rest, 99 in 100 with inhibition below about 19%;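 further: 0% = induced wells with vehicle and 100% = uninduced wells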
H37Rv inhibition: M. tuberculosis growth inhibition, HTS (AID 449762). M. tuberculosis H37Rv growth inhibition, 7H9 media; higher % means a stronger effect. 330,000 tested, 0.59% active. one-dose inhibition, % at 25 µM; IC50 in µM for titrated hits; in the data active means a potency from the dose series; inconclusive means inhibition above about 70% without an active follow-up result;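 further: bacterial growth assessed after seven days of incubation; strong numbers were not always called active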
H1N1 NS1A inhibition: H1N1 influenza NS1A inhibitors, functional cell based assay (AID 504329); NS1A functional cell-based assay, percent inhibition; higher % means a stronger effect; inhibition, % at 12.5 µM, or IC50 in µM where a hit was titrated; 340,000 tested, 0.3% active; in the data active means a potency from the dose series; inconclusive means inhibition above about 27% without an active follow-up result; further: strong numbers were not always called active
VEEV TC-83 Vero 10K pilot screen: also measured in VEEV TC-83 Vero; calls as there; inhibition, %; measured here: 10K pilot screen inhibition
* hit, by the source's call; i = inactive; ? = inconclusive; . = not tested or not shown.

SMILES | M. tuberculosis | VEEV TC-83 Vero | PhoP GFP inhibition | H37Rv inhibition | H1N1 NS1A inhibition | others
O=C(c1ccc(-c2ccccc2)cc1)c1ccc([N+](=O)[O-])cc1 | 0% | . | -9% | -2% | .
O=C(c1ccc(Cl)cc1)C12CN3CN(CN(C3)C1)C2 | -13% | 2.5% | 15% | -2% | -17%
O=C1CC(c2ccc(S(=O)(=O)NCc3ccncc3)cc2)CN1 (stereo not given) | -31% | 0.4% | 0% | 0% | 1%
CCc1ccc(NC(=O)CC2S/C(=N/N=C3CCCCCC3)NC2=O)cc1 (stereo not given) | . | 1.5% | . | . | 1%
O=C(NCC(c1cccnc1)N1CCN(c2ccccc2F)CC1)C1CCCCC1 (stereo not given) | 18% | i | -14% | -4% | -13%
O=c1c2ccccc2nc2n1C(CBr)CS2 (stereo not given) | -14% | 2.5% | -4% | 0% | -1%
O=C(Cc1ccccc1)N1CCN(S(=O)(=O)c2cccc([N+](=O)[O-])c2)CC1 | 19% | 1.0% | -21% | 2% | 3%
CCCCn1c(NC(=O)c2ccc(Br)o2)c(C(=O)OCC)c2nc3ccccc3nc21 | 16% | ? | 7% | 7% | 4%
Cc1cc(NC(=O)CN2C(=O)NC3(CCCCCC3)C2=O)no1 | -4% | 0.9% | 6% | -3% | 2%
Cc1c(N=Cc2cc3c(cc2[N+](=O)[O-])OCO3)cccc1[N+](=O)[O-] | 8% | 2.7% | 9% | 6% | 11%
O=C(CNC(=O)/C=C/c1ccccc1)N=Nc1c(O)n(Cc2ccccc2)c2ccccc12 | 3% | . | 0% | -2% | .
Cc1ccc(Cl)c(OCC(=O)Nc2ccc3c(c2)OCCO3)c1 | 29% | 3.9% | -1% | 0% | -3%
Cc1c(C)[n+](=O)c2c(n1[O-])CCCCC2 | 9% | i | 3% | -8% | 2%
Cc1ccc(-n2c(C)nnc2SC(C)C(=O)N2CCCC2)cc1 (stereo not given) | -4% | i | -3% | -1% | -7%
COC(=O)C1=NN(c2ccccc2OC)C2C(=O)N(c3ccccc3OC)C(=O)C12 (stereo not given) | -10% | 0.1% | -2% | -3% | 9%
CC(C)CC(NC(=O)C(NC(=O)C1CCC(=O)N1C(=O)OCc1ccccc1)C(C)C)C(=O)N1CCCC1C(N)=O (stereo not given) | -2% | 2.5% | 0% | -7% | 11%
CCCOC(=O)/C(C)=N\NC(=O)c1ccco1 | ? | 1.4% | -14% | 2% | 0%
Cc1nc2scc(-c3cccs3)c2c(=O)o1 | 75% | 0.6% | -1% | 5% | -15%
O=C(CC(C(=O)O)C1CCCO1)NCCc1ccc2c(c1)OCO2 (stereo not given) | 3% | 2.9% | 0% | 2% | -6%
COc1ccc(C2=NCN(c3ccc(C)cc3)C(=S)N2)cc1 | -11% | 3.4% | -12% | -1% | -3%
COc1ccc(CNC(=O)NC2CCCCC2)cc1 | -13% | 0.3% | 6% | -8% | -2%
CCOc1ccc(C(=O)NCC(=O)OC(C)C(=O)NCc2ccco2)cc1OCC (stereo not given) | -18% | 0.1% | 11% | -2% | 4%
CCOCCCn1c(=NC(=O)c2ccco2)c(C(=O)OCC)cc2c(=O)n3cccc(C)c3nc21 | -5% | 11% | 1% | 5% | 0%
CCc1ccc(C(=O)COC(=O)c2cccs2)cc1 | ? | 0.8% | -11% | ? | -2%
CCCCN(C)C(=O)CCCc1c[nH]c2ccccc12 | 24% | 0.3% | -4% | 4% | -12%

Arranged by SMILES length (largest number first): six of the compounds above
SMILES | M. tuberculosis | VEEV TC-83 Vero | PhoP GFP inhibition | H37Rv inhibition | H1N1 NS1A inhibition | others
CCCCn1c(NC(=O)c2ccc(Br)o2)c(C(=O)OCC)c2nc3ccccc3nc21 | 16% | ? | 7% | 7% | 4%
CCOc1ccc(C(=O)NCC(=O)OC(C)C(=O)NCc2ccco2)cc1OCC (stereo not given) | -18% | 0.1% | 11% | -2% | 4%
Cc1ccc(Cl)c(OCC(=O)Nc2ccc3c(c2)OCCO3)c1 | 29% | 3.9% | -1% | 0% | -3%
COc1ccc(C2=NCN(c3ccc(C)cc3)C(=S)N2)cc1 | -11% | 3.4% | -12% | -1% | -3%
O=C(c1ccc(Cl)cc1)C12CN3CN(CN(C3)C1)C2 | -13% | 2.5% | 15% | -2% | -17%
CCCOC(=O)/C(C)=N\NC(=O)c1ccco1 | ? | 1.4% | -14% | 2% | 0%

(cont.)
SMILES | M. tuberculosis | VEEV TC-83 Vero | PhoP GFP inhibition | H37Rv inhibition | H1N1 NS1A inhibition | others
CC1CC(C)CN(c2ccc(S(=O)(=O)N3CCOCC3)cc2)C1 (stereo not given) | -1% | 0.8% | -2% | -6% | 3%
O=C(O)c1cc(-c2cc(C(=O)O)c3ccccc3n2)ccc1O | . | 2.2% | . | . | -3%
CCCCN(C(=O)C1CC1)C1CCS(=O)(=O)C1 (stereo not given) | -7% | 1.2% | 4% | 2% | -8%
CC(=O)Nc1ccc(-c2cc(-c3ccccc3)nc(-c3ccccc3)n2)cc1 | 7% | 2.0% | -10% | -10% | -6%
CCCc1cc(=O)oc2c(C)c(OCC(=O)N3CCC(C(=O)O)CC3)ccc12 | -3% | 0.6% | 4% | -17% | 4%
N=c1c(C(=O)NCc2ccccc2)cc2c(=O)n3ccccc3nc2n1Cc1ccco1 | 24% | 7.8% | 7% | -4% | 4%
Cc1ccc(-n2ncc3c(=O)n(CC(=O)N4CCCCCC4)cnc32)cc1 | 3% | 6.4% | -11% | -5% | 3%
O=C(COc1ccc(Cl)cc1[N+](=O)[O-])N1CCCCC1 | 5% | i | 5% | -1% | -23%
NNC(=O)CC(=O)NC1(Cc2ccc(O)cc2)CCCCC1 | 1% | 1.1% | -12% | 2% | -9%
CN(C(=O)CCc1nnc(CCCCc2ccccc2)o1)C1CC(C)(C)NC(C)(C)C1 | 22% | 0.9% | 5% | 9% | -11%
Cc1ccc(N2NC(=O)/C(=C\c3cc4c(cc3[N+](=O)[O-])OCO4)C2=O)cc1C | 19% | 0.7% | -3% | -9% | -4%
CCOC(=O)Cc1nnc(NC(=O)c2ncn[nH]2)s1 | 4% | i | -3% | 0% | 20%
CCc1noc(C)c1C(=O)OCC(=O)Nc1ccc(F)cc1Cl | 8% | 1.6% | . | -6% | -8%
COc1ccc(CCN2CC(C(=O)OCc3ccccc3Cl)CC2=O)cc1OC (stereo not given) | . | 4.2% | . | . | 3%
CC1CCC(C(=O)NNC(=O)c2cc(-c3ccco3)[nH]n2)CC1 (stereo not given) | 8% | i | -4% | 3% | -4%
CCCCN(C)C(=O)c1c[nH]c2ccc(S(=O)(=O)N3CCOCC3)cc2c1=O | . | 0.7% | . | -8% | 6%
CCCCN1CC(COCc2ccccc2)Oc2cccc(OCCN3C(=O)[C@@H]4[C@H](C3=O)C3C=C[C@H]4C3)c2S1(=O)=O (stereo not given in full) | . | 4.5% | . | . | 13%
Cc1ccc(Oc2nc3ccccn3c(=O)c2/C=C(\C#N)C(=O)NC2CCS(=O)(=O)C2)cc1 (stereo not given) | 46% | i | -1% | -2% | -15%
CN(C)S(=O)(=O)N(CC(=O)NCCSCc1ccccc1)c1ccccc1 | 0% | 0.5% | 4% | 1% | -4%
CCOC(=O)NC(=O)/C(C#N)=C\Nc1ccc(Cl)cc1Cl | 0% | 1.2% | 8% | -1% | -1%
CCc1ccccc1NC(=O)c1cccc(NC(=O)/C=C/c2ccco2)c1 | 11% | 4.0% | -10% | -4% | -4%
COCCCn1c(SCC(=O)O)nc2cc(OC)c(OC)cc2c1=N | 0% | i | 5% | 8% | .
CC(C)(O)/C=C1/Oc2ccccc2C1N1CCCCC1 (stereo not given) | 30% | 0.8% | -5% | 0% | -25%
COc1ccc(NC2C=CS(=O)(=O)C2)cc1 (stereo not given) | 15% | 3.9% | -1% | 41% | 10%
CC(=O)N/C(=C\c1ccc(F)cc1)C(=O)OCc1ccccc1 | -16% | 0.5% | 4% | -5% | -3%
Going on with the list:
SMILES | M. tuberculosis | VEEV TC-83 Vero | PhoP GFP inhibition | H37Rv inhibition | H1N1 NS1A inhibition | others
Cc1ccc(S(=O)(=O)NCc2ccc(C(=O)NC3CCC(O)CC3)cc2)cc1C (stereo not given) | 5% | 1.8% | . | -2% | 6%
Cc1ccc(OCC(=O)N2CCN(S(=O)(=O)c3ccccc3[N+](=O)[O-])CC2)cc1 | 11% | 1.8% | 3% | -2% | -1%
CCn1c(=O)c(-c2nc3ccccc3[nH]2)c(O)c2ccccc21 | 38% | . | -10% | 53% | .
COc1cc(S(=O)(=O)n2cnc(C)c2)ccc1Cl | 9% | 1.6% | -11% | 9% | -3%
CC(C)C/C(=N/O)c1c[nH]c2ccccc12 | 38% | 0.6% | -5% | -5% | 6%
COc1cccc2c1OC1(CCN(C(C)C)CC1)N1N=C(c3cccnc3)CC21 (stereo not given) | -2% | 0.2% | 2% | -2% | -25%
COc1cc(/C=N/NC(=O)c2cccnc2)ccc1OCC(=O)N1CCOCC1 | -21% | 0.8% | 0% | -4% | -8%
CCOC(=O)C1CCN(C(=O)C2CCN(S(=O)(=O)c3cc(Cl)ccc3OCC)CC2)CC1 | 9% | 3.4% | -1% | -2% | -5%
Cc1cc(C)c2c(n1)SCC(=O)N2CC(=O)Nc1c(C)cccc1C | -1% | 1.0% | -14% | -6% | 4%
CCC1(CC)Cc2ccccc2-c2nc(NN)[nH]c(=O)c21 | 5% | 0.8% | 5% | 2% | -10%
CC(C)CSc1nc2c(=O)[nH][nH]c(=O)c2n1Cc1ccccc1 | 31% | i | -5% | -5% | 0%
COc1ccc(Cn2nc(C)cc2C)cc1OC | 2% | 2.4% | 8% | 1% | -1%
CC(C(=O)Nc1ccc(N(C)C)cc1)N1C(=O)c2ccccc2S1(=O)=O (stereo not given) | 7% | 1.1% | 2% | 0% | 7%
Cc1cccc(N2C(=O)C3CCCN3C2=S)c1C (stereo not given) | 19% | 1.6% | . | -8% | -8%
COc1cc(NC(=O)c2cc(-c3ccco3)on2)c(OC)cc1Cl | 7% | 4.2% | -6% | -1% | 7%
O=C(c1ccc(-n2cccc2)cc1)N1CCOCC1 | -14% | 0.2% | 5% | -11% | 0%
COc1ccccc1N1CCN(C(=O)CCc2ccc(S(=O)(=O)NCC(C)C)cc2)CC1 | 18% | 8.8% | -5% | -2% | -20%
Cc1nc2ccc(S(=O)(=O)NC(C(=O)Nc3nccs3)C(C)C)cc2s1 (stereo not given) | 7% | i | 4% | 3% | -2%
O=C(COC(=O)Cc1ccc(Cl)cc1)NCc1cccs1 | 69% | 1.7% | . | 11% | -8%
CN1CCN(c2nc3c(c(=O)[nH]c(=O)n3C)n2CC(N)=O)CC1 | -7% | 0.4% | -1% | -3% | -8%
CN(Cc1c(C(=O)N2CCc3ccccc3C2)nc2ccc(Cl)cn12)C(C1CC1)C1CC1 | 36% | 1.1% | 0% | 5% | -5%
C=C1c2ccccc2NC(=S)N1Cc1ccc2c(c1)OCO2 | 15% | 8.2% | -3% | 31% | -15%
CCOC(=O)c1c(C)[nH]c(C(=O)COC(=O)c2ccc([N+](=O)[O-])o2)c1C | ? | 4.8% | . | ? | -24%
Cc1cc(N2CCCCCC2)nc(-c2ccccc2O)n1 | 6% | 4.9% | -4% | 41% | -26%
OC(COC1CCCCC1)CN1CCCCC1 (stereo not given) | -6% | 1.2% | -22% | -11% | 8%

Quoted at random: two entries already listed
SMILES | M. tuberculosis | VEEV TC-83 Vero | PhoP GFP inhibition | H37Rv inhibition | H1N1 NS1A inhibition | others
CCCc1cc(=O)oc2c(C)c(OCC(=O)N3CCC(C(=O)O)CC3)ccc12 | -3% | 0.6% | 4% | -17% | 4%
O=C(c1ccc(-c2ccccc2)cc1)c1ccc([N+](=O)[O-])cc1 | 0% | . | -9% | -2% | .

(listing goes on)
SMILES | M. tuberculosis | VEEV TC-83 Vero | PhoP GFP inhibition | H37Rv inhibition | H1N1 NS1A inhibition | others
COc1cccc(SCc2noc(C(=O)NC(C)C)c2C(=O)O)c1 | -10% | 0.6% | -6% | 4% | -11% | VEEV TC-83 Vero 10K pilot screen=2.7
Cc1ccc(SCCNCc2ccco2)cc1 | 67% | i | 1% | 6% | 2%
CC1CN(C(=O)CCC(=O)NCc2ccccc2)c2ccccc2O1 (stereo not given) | -30% | 0.2% | 4% | 0% | -1%
CCOC(=O)C1(CCOC)CCN(Cc2ccc(COC)o2)CC1 | -24% | 0.4% | 1% | -8% | -18%
O=C(CCn1nc(-c2ccccc2)ccc1=O)N1CCOCC1 | 19% | i | 2% | . | 1%
COc1ccc(CNC(=O)C2CC(C)=C(C)CC2C(=O)O)cc1 (stereo not given) | 3% | i | 0% | -9% | 21%
COc1ccc(NC(=O)Cc2coc3ccc4ccccc4c23)cc1S(=O)(=O)N1CCOCC1 | 31% | 7.2% | -5% | 5% | 0%
